N370S GC – inhibits or activates N370S mutant glucocerebrosidase | 0.092% of 330,000 active | N370S GC spleen homogenate, 4MU-glucoside fluorescence | P04062 | Potency, µM (titrated, usually from 59.4 µM), for inactives: at the top dose activity change, negative = inhibition, actives largely listed as inhibitors;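 further: 0% = full enzyme activity and -100% = no enzyme basal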
TDP1 cell noCPT – qHTS for Inhibitors of human tyrosyl-DNA phosphodiesterase 1 (TDP1): qHTS in cells in absence of CPT | DT40 Tdp1-/- hTDP1 cells, no CPT, ATP luminescence, 48 h | Potency, µM (titrated, usually from 46.2 µM), without a hit: at the top dose activity change, negative = growth inhibition, actives largely listed as inhibitors | 15% of 420,000 active | AID 686978, 2013; further: nearly all actives have a fitted effect of over 55% in size
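DT40 Tdp1-/-;hTDP1 cells, no CPT (DMSO vehicle only), 400 cells/well; compounds pin-transferred; ≥48 hr, 37 °C; CellTiter-Glo 30 min RT dark, luminescence read.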
TDP1 inh – TDP1 (human) enzyme inhibition; Q9NUW8; recombinant TDP1, AlphaScreen DNA substrate cleavage; Potency, µM (top dose mostly 130 µM), for the others: at the top dose activity change, negative = inhibition, actives largely listed as inhibitors; 0.28% of 350,000 active; AID 485290; further: nearly all actives have a fitted effect of over 40% in size
Target sequence (Q9NUW8 whole entry, looked up): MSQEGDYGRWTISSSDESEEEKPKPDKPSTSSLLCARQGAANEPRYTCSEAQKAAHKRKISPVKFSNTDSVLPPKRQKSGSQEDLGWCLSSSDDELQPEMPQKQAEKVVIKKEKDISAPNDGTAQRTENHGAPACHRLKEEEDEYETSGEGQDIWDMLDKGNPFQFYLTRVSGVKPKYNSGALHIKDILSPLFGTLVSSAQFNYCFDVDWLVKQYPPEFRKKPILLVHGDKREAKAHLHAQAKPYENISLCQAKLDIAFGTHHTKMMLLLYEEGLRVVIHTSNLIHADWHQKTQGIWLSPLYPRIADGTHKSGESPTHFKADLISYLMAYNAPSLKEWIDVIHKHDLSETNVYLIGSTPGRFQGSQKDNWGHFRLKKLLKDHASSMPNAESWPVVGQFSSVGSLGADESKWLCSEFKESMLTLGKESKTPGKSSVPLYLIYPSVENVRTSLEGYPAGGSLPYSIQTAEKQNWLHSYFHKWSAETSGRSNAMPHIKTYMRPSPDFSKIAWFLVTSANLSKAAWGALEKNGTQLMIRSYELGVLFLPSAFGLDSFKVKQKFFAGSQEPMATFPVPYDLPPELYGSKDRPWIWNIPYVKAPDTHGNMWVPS
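Enzyme-compound mixtures sat 15 min at room temperature, followed by a 5 min reaction with 15 nM final substrate and 10 min with AlphaScreen beads. Recombinant human Tdp1 was used at 1 nM final.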
* = called active by the depositor; ? = inconclusive; · = not tested or not shown; & = joins results of further samples; [ ] = remark or other dose. The call rests on the fitted dose curve; in most records, active means well fitted curve in the direction sought with a large enough effect; inconclusive means small, poorly fitted or top-dose-only effect, or another doubt; inactive means no such curve, though single readings can be large; an effect the other way counts as inactive or inconclusive. Unless noted, on the % scale 0 is the no-effect control and ±100 the full control effect; potency means the concentration at half of the fitted maximal effect.

SMILES | N370S GC | TDP1 cell noCPT | TDP1 inh
Cc1ccc(-n2nnnc2C(Cl)c2nnnn2-c2ccc(C)cc2)cc1 | -3% | 8.2µM* | 1%
O=C(c1ccc(N2C(=O)CCC2=O)cc1)N1CCOCC1 | 5% | -1% | 2%
CC(=O)/C=C1/C(=O)Nc2ccccc21 | 6% | 3.7µM* | 0%
Cc1sc2ccccc2c1CNC[C@H]1O[C@@H](n2cnc3c(N)ncnc32)[C@H](O)[C@@H]1O | · | -27% | -1%
Cc1cccc(-n2c3nc(=O)[nH]c(=O)c-3cc3c(C)nn(-c4ccccc4)c32)c1 | 27% | · | -3%
Cc1ccc(C)c(CN2C(=O)c3ccccc3S(=O)c3ccc(C(=O)N4CCC(C)CC4)cc32)c1 (stereo not given) | · | 23µM* | 12%
Cc1ccc(NC(=O)CC2C(=O)N(Cc3ccccc3)C(=S)N2NC(=O)c2ccccc2)c(C)c1 (stereo not given) | -2% | ? | 2%
CC(=O)c1ccc(Nc2nc(N3CCOCC3)nc(N3CCOCC3)n2)cc1 | 2% | -20% | 4%
COc1cc(NS(=O)(=O)c2ccc(OC)c(C)c2C)c(OC)cc1Cl | 21% | 3.3µM* | -8%
CCOC(=O)c1cccc(NC(=O)c2cc3cc4ccc(C)cc4nc3s2)c1 | · | 15µM* | 0%
COc1cc(OC)c(NC(=O)N2CCC(CN3CCCC3)CC2)cc1Cl | · | 7% | -4%
Cn1nnnc1SCCNCc1ccccc1OCc1ccccc1Cl | -11% | 13µM* | 0%
COc1ccc(C(CNC(=O)c2ccc(S(=O)(=O)N3CCOCC3)cc2)N2CCCCC2)cc1 (stereo not given) | -25%[2.35 µM] | -12% | 5%
C/C=C\C=C\C(=O)N1CC2(CC(c3cccc(NC(=O)COc4ccc(Cl)cc4)c3)=NO2)C[C@H]1C(N)=O (stereo not given in full) | -26% | ? | 2%
O=C(C1CCC(Cn2c(=O)c3sccc3n(Cc3ccc(F)cc3)c2=O)CC1)N1CCOCC1 (stereo not given) | · | 18µM* | 7%
Cc1ccc(S(=O)(=O)N2CCCC2)cc1C(=O)N1CCC(C)CC1 | -9% | -21% | 2%
COc1ccc(N2CCN(C(=O)CCc3ccc(S(=O)(=O)NC(C)C)cc3)CC2)cc1 | 0% | ? | 1%
CC(=O)c1ccc(Nc2nc3ccc(C)cc3n3cnnc23)cc1 | 1% | -25% | ·
Cc1ccc(NC(=O)c2cccc(S(C)(=O)=O)c2)cc1 | 0% | -22% | 7%
[O-]/[N+](=C\c1ccccc1)c1ccc(Br)cc1 | · | 16µM* | 9%
COC(=O)C(Cc1ccccc1)NC(=O)CSc1nc(C)cc(=O)[nH]1 (stereo not given) | -2% | -1% | 3%
C=C1C(C(=O)Nc2ccc(F)cc2)C1C(=O)Nc1ccc(F)cc1 (stereo not given) | 1% | -1% | -10%
O=C1CC(c2ccco2)CC2=C1C(c1ccccc1)n1nc(C(F)(F)F)nc1N2 (stereo not given) | ? | ? | 1%&0%
CCOC(=O)Cc1csc(N)n1 | 6% | 0% | -1%
COc1cccc(NS(=O)(=O)c2ccc3[nH]cc(C(=O)NC4CC4)c(=O)c3c2)c1 | 14% | ? | 2%

Profiles from above. Order of values: N370S GC | TDP1 cell noCPT | TDP1 inh
Results for C=C1C(C(=O)Nc2ccc(F)cc2)C1C(=O)Nc1ccc(F)cc1 (stereo not given) → 1% | -1% | -10%
Results for COC(=O)C(Cc1ccccc1)NC(=O)CSc1nc(C)cc(=O)[nH]1 (stereo not given) → -2% | -1% | 3%

Going on with the list.
SMILES | N370S GC | TDP1 cell noCPT | TDP1 inh
CCOc1cc(/C=C(\C#N)C(=O)Nc2ccc(S(N)(=O)=O)cc2)ccc1OCCN1CCOCC1 | -17% | -15% | 4%
COCCCNS(=O)(=O)c1ccc2[nH]c(=O)[nH]c2c1 | 0% | 5% | ·
CC1CCN(C(=O)CN2C(=O)C(C)(C)Oc3ccc(C(=O)NC(C)C)cc32)CC1 | -1% | -5% | 0%
Cc1cc(C)nc(NN2C(=O)/C(=C/c3ccc(O)cc3)SC2=S)n1 | -5% | ? | -12%
COc1ccc(C(=O)NNC(=S)NC(=O)c2cccs2)cc1 | 3% | ? | 11%
CSCCC(NC(=O)COc1ccccc1)C(=O)N(C)CC(=O)Nc1c(C)cccc1C (stereo not given) | 3% | -14% | ·
O=C(CC12CC3CC(CC(Br)(C3)C1)C2)OCCN1CCCCC1 | 0% | -26% | 1%
O=C(O)C1CCCN1S(=O)(=O)c1ccc(F)cc1 (stereo not given) | -4% | -4% | ·
Cc1onc(-c2c(F)cccc2Cl)c1C(=O)N1CCN(S(C)(=O)=O)CC1 | 1% | -2% | 8%
O=C(CSc1n[nH]c(-c2ccc(Br)cc2)n1)NC1CCCC1 | · | ? | 1%
Cc1cccc(CSCCNC(=O)CN(c2cc(C)cc(C)c2)S(C)(=O)=O)c1 | 9% | ? | 8%
COc1ccc(NC(=O)CC2(CC(=O)O)CCCC2)cc1 | 0% | 7% | ·
CCOn1c(-n2nc(C)cc2C)nc2ccccc2c1=O | 4% | -5% | 4%
Cc1cc(NC(=O)C(=O)c2c(C)[nH]c3ccccc23)no1 | 3% | -18% | 3%
CN(CC(=O)Nc1cccc(F)c1)C(=O)c1ccc(C2SCCS2)cc1 | -11% | ? | ·
O=c1[nH]c2c(s1)C(c1ccc(O)cc1)C1C3CCC(C3)C1S2 (stereo not given) | -7% | ? | 10%
Cc1ccc(-c2cc(C(=O)NCc3ccco3)c3ccccc3n2)o1 | -3% | ? | ·
CC(C)=N/N=C1\NC(=O)C(C)S1 (stereo not given) | -17% | -4% | 3%
Cc1ccc(-c2c(C#N)c(N)n(-c3ccc(C)cc3)c(=O)c2C#N)cc1 | 3% | -4% | 3%
CC(C)CN1CCC(C(=O)N2CCN(c3ccccc3F)CC2)CC1 | 3% | -20% | -8%
COc1cc(C(C)=O)ccc1OCC(=O)OCCCOC(=O)COc1ccc(C(C)=O)cc1OC | -3% | 1% | 3%
CCCS(=O)(=O)c1c(S(=O)(=O)CCC)c2c(C)cccn2c1C(N)=O | 6% | -10% | 7%
O=C(NCc1ccc2c(c1)OCO2)c1cc(-c2ccc(Cl)cc2Cl)on1 | -28% | -10% | 6%
CCc1ccccc1NC(=O)c1ccc(Cn2nc(N3CCN(c4ccccc4)CC3)ccc2=O)o1 | · | 12µM* | 0%
Cc1cc2ccccc2cc(C)c1=O | 18% | 2% | 0%

Taken from above (three entries):
SMILES | N370S GC | TDP1 cell noCPT | TDP1 inh
O=C(NCc1ccc2c(c1)OCO2)c1cc(-c2ccc(Cl)cc2Cl)on1 | -28% | -10% | 6%
CCc1ccccc1NC(=O)c1ccc(Cn2nc(N3CCN(c4ccccc4)CC3)ccc2=O)o1 | · | 12µM* | 0%
Cc1cc2ccccc2cc(C)c1=O | 18% | 2% | 0%

Carrying on:
SMILES | N370S GC | TDP1 cell noCPT | TDP1 inh
CSc1ccc(-c2nc3ccc(C)cn3c2Nc2ccccc2C)cc1 | · | 7% | 0%
O=C(CSc1nc2ccccc2c(=O)n1Cc1ccccc1)Nc1ccc(Br)cc1C(=O)O | 7% | -27% | 10%
COc1ccc(C(=O)NCC2CCCO2)cc1 (stereo not given) | 17% | 1% | 6%
C=CCNc1nc2c(c(=O)[nH]c(=O)n2C)n1CC(O)COc1ccc2ccccc2c1 (stereo not given) | 1% | 1% | ·
O=C(CSC(=S)N1CCCCC1)c1c(F)cccc1F | 7% | 8.2µM* | 9%
CCOCCCNC(=O)c1ccc(N(C)S(=O)(=O)c2ccc(OC)cc2)cc1 | 10% | -21% | 4%
Cc1cc(=O)oc2cc(OCC(=O)N3CCN(c4ccccc4)CC3)c(Cl)cc12 | -1% | 10% | 1%
Cc1ccc(-c2[nH]c3ccccc3c2SCCNC(=O)c2cc3ccccc3oc2=O)cc1 | ? | ? | 7%
O=C(O)c1cccc(S(=O)(=O)N2CCC(n3nnc4cc(C(F)(F)F)ccc43)CC2)c1 | ? | -6% | ·
NS(=O)(=O)c1ccc(CCNC(=S)Nc2ccccc2)cc1 | 1% | -18% | 2%
Cn1c2ccccc2c(=O)c2cc(C#Cc3ccsc3)ccc21 | 9% | ? | ·
CC[C@@H](C)[C@H](NS(=O)(=O)c1cccc2ccccc12)C(=O)N[C@H](C=O)Cc1c[nH]c2ccccc12 | -7% | 5.3µM* | 17%
Cc1ccc(S(=O)(=O)NC2OC(=O)C(Cl)=C2Cl)cc1 (stereo not given) | 1% | ? | 0%
CSc1nc2n(n1)C(c1ccccn1)C1=C(CC(C)(C)CC1=O)N2 (stereo not given) | ? | -10% | 2%
Cc1cc(NC(=O)CSc2ncn(-c3ccccc3)n2)no1 | 14% | -7% | 2%
COc1ccc(C(=O)NNC(=O)CSc2nnc(-c3ccc(O)cc3)n2C)cc1 | -10% | 8% | 2%
Cc1ccc(CN2CC34C=CC(O3)C(C(=O)NCc3ccc5c(c3)OCO5)C4C2=O)cc1 (stereo not given) | 5% | -18% | -2%
CCn1cc(C(=O)N[C@H](C(=O)NCCCOC)C(C)C)c(=O)c2cc3c(cc21)OCO3 | -10% | -17% | ·
CCOc1ccc(CCNC(=O)c2[nH]c(C)c(C(C)=O)c2CC)cc1OCC | -2% | 23µM* | 7%
C=CCC[C@@H](Cc1ccc(F)cc1)C(=O)OC[C@@H](NC(=O)[C@@H](CC=C)CC(=O)N(CCO)Cc1ccccc1)c1ccccc1 | · | 26µM* | -1%
CCOc1ccc(CN(C)C(=O)c2ccc3c(c2)NC(=O)C(C)S3)cc1OC (stereo not given) | · | ? | 0%[56.1 µM]
Cc1cc(N2C(=O)c3ccc(C(=O)NCc4ccccc4)cc3C2=O)no1 | 6% | 0% | 3%
Cn1c(=O)c2c(nc(SCCNS(=O)(=O)c3ccccc3)n2C)n(C)c1=O | 4% | -28% | 7%
Cc1ccnc(NC(=O)CCC(=O)N(CC(=O)NCc2ccc(F)cc2)CC2CCCO2)c1 (stereo not given) | -22% | -7% | -5%
CNC(=O)CCSSCCC(=O)NC | -1% | -9% | -1%
The list goes on:
SMILES | N370S GC | TDP1 cell noCPT | TDP1 inh
CCCCN(CCCC)S(=O)(=O)c1ccc(NC(=O)CN2CCOCC2)cc1 | 0% | ? | 4%
O=C(NC1CCCCCCC1)c1ccc2c(c1)OCO2 | 11% | ? | -3%
CSc1nnc(C)c(=O)n1COC(=O)COc1ccc(Cl)cc1Cl | -5% | -17% | 4%
Cc1c(C(=O)c2ccc(F)cc2F)c2ccccn2c1CCC#N | 13% | -1% | -1%[0.0935 µM]
N#Cc1ccc(S(=O)(=O)NCC(=O)OCC(=O)NCCc2ccccc2)cc1 | -7% | 20% | 2%
CC(=O)N(c1cccc(C(F)(F)F)c1)c1nc(/C=C/C(=O)O)cs1 | 17% | -22% | 1%
C/C(=N\OC(=O)c1c(-c2c(F)cccc2Cl)noc1C)c1nccs1 | 2% | ? | 3%
CSC1=NCCN1C(=O)c1ccc2ccccc2c1 | 5% | -18% | 4%
Cc1ccc(-c2cc(C(=O)NC(C)c3ccccc3)c3ccccc3n2)cc1C (stereo not given) | · | ? | 5%
COc1ccc(N(C)C(=O)c2ccc3snnc3c2)cc1 | 0% | -2% | 5%
CN(c1ccccc1)S(=O)(=O)c1cccc(C(=O)Nc2ccc3c(c2)CCC3)c1 | 4% | 2.6µM* | 2%
Cc1nn(Cc2ccc(C(=O)N3c4ccc(F)cc4CCC3C)o2)c(C)c1Br (stereo not given) | 7% | 16µM* | 2%

Sorted by length of the SMILES (ascending): part of the list above
SMILES | N370S GC | TDP1 cell noCPT | TDP1 inh
CCCCN(CCCC)S(=O)(=O)c1ccc(NC(=O)CN2CCOCC2)cc1 | 0% | ? | 4%
N#Cc1ccc(S(=O)(=O)NCC(=O)OCC(=O)NCCc2ccccc2)cc1 | -7% | 20% | 2%
Cc1nn(Cc2ccc(C(=O)N3c4ccc(F)cc4CCC3C)o2)c(C)c1Br (stereo not given) | 7% | 16µM* | 2%

Screening data as filed in PubChem BioAssay.

These rows are one share of the data; rates above refer to the full screens.
